VHR inh abs = blocks human VHR1 dual specificity phosphatase; recombinant VHR phosphatase, pNPP absorbance; inhibition, % at 13.3 µM; AID 1654; actives 0.52% (n = 290,000); in the data active = inhibition above about 50%; note: some compounds called inactive have numbers as strong as hits
Target sequence (P51452 whole entry, looked up): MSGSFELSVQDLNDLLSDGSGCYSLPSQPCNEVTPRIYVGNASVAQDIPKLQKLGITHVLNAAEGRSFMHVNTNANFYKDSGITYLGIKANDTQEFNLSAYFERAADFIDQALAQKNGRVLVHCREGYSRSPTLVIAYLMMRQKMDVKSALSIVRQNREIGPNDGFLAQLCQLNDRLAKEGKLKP
GDH-TPI counter = GDH-TPI coupled enzyme inhibition counter-screen. GDH-TPI coupled enzyme counterscreen, NADH absorbance. inhibition, % at 4.8 µM. actives 1.2% (n = 360,000). AID 588335;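 note: 0% = DMSO wells and 100% = wells lacking the enzyme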
Mtb FBA inh = inhibits M. tuberculosis FBA enzyme; inhibition, % at 1 µM; AID 588726; purified M. tuberculosis FBA, fluorescence read-out; actives 2.3% (n = 360,000); in the data active = inhibition above about 27%;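 note: 0% = vehicle and 100% = reference inhibitor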
Target sequence (P9WQA3 whole entry, looked up): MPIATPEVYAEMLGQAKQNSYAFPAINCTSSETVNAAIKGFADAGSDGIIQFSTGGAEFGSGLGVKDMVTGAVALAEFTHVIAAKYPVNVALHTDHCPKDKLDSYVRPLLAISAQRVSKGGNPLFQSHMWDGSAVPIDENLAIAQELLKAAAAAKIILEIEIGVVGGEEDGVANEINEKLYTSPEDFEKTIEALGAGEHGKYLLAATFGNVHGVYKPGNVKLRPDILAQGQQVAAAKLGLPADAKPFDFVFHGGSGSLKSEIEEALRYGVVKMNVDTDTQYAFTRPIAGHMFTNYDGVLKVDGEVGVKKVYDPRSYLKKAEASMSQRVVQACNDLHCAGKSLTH
Rv3671c inh = inhibits the M. tuberculosis serine protease Rv3671c | P9WHR9 | inhibition, % at 5.96 µM | actives 0.048% (n = 320,000); in the data active = inhibition above about 38%;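 note: extracellular domain of Rv3671c used as enzyme; 0% = enzyme with DMSO and 100% = no enzyme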
Target sequence (P9WHR9 whole entry, looked up, the tested form may be a part): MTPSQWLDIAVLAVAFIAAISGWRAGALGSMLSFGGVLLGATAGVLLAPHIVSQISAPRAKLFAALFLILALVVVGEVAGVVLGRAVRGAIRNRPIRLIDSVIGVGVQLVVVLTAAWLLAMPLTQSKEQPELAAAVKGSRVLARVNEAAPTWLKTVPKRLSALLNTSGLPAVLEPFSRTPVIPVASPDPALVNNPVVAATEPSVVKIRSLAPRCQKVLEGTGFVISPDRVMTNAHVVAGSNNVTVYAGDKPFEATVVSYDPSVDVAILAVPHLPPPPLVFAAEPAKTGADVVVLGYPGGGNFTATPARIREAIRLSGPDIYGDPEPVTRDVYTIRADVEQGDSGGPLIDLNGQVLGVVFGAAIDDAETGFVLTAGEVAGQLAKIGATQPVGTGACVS
FadD28 binding = inhibitors of Mycobacterium tuberculosis FadD28 bisubstrate binding. FadD28 bisubstrate probe binding, fluorescence polarization. inhibition, % at 12.5 µM. actives 0.22% (n = 360,000); in the data active = inhibition above about 8.5%, passing the limit was not always enough; inconclusive = no clear call, values can overlap the other calls
MazEF act = increases E. coli MazEF RNase cleavage of RNA. P0AE70. FAM/BHQ RNA-DNA oligo cleavage fluorescence, 5 h. activation, % at 20 µM. actives 0.32% (n = 350,000). AID 504720; in the data active = activation above about 50%
Target sequence (P0AE70 whole entry, looked up): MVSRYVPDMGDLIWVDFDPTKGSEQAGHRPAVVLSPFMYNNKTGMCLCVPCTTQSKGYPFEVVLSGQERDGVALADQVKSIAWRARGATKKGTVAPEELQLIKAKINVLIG
CCHFV vOTU inh = blocks the CCHF virus ovarian tumor domain protease; CCHFV vOTU protease, Pep-AMC fluorescence; inhibition, % at 11.5 µM; actives 0.55% (n = 370,000); AID 651958; note: 0% = vehicle wells with enzyme and 100% = no enzyme wells
Mtb BioA inh = blocks M. tuberculosis BioA enzyme activity | purified M. tuberculosis BioA enzyme, plate reader | inhibition, % at 9.99 µM | actives 0.096% (n = 360,000); in the data active = inhibition above about 40%; inconclusive = no clear call, values can overlap the other calls
BoNT-F LC inh = BoNT F light chain protease inhibition; Multiplex microsphere protease cleavage assay, flow cytometry; inhibition, % at 10 µM; actives 0.22% (n = 360,000); AID 588497; in the data active = inhibition above about 35%, passing the limit was not always enough; inconclusive = no clear call, values can overlap the other calls; note: plate controls were buffer without enzyme for full effect and enzyme alone for no effect
UGM FP inh = Mtb UDP-galactopyranose mutase inhibition; P9WIQ1; purified UGM, fluorescence polarization probe displacement; inhibition, % at 10 µM; actives 0.06% (n = 320,000); AID 504406; in the data active = inhibition above about 10%, passing the limit was not always enough; inconclusive = no clear call, values can overlap the other calls
Numbers without * were called inactive; ? = inconclusive; . = no result given; + = active, no number. Cut-off read from the data, not from the text of the source, unless noted: active = inhibition above about 30%; inactive = the rest.

Letters: A = VHR inh abs; B = GDH-TPI counter; C = Mtb FBA inh; D = Rv3671c inh; E = FadD28 binding; F = MazEF act; G = CCHFV vOTU inh; H = Mtb BioA inh; I = BoNT-F LC inh; J = UGM FP inh
Cc1nn(-c2ccccc2)c(C)c1/C=N/n1cnnc1
  A = -9 | B = -7 | C = -2 | D = 4 | E = -2.8 | F = 9 | G = -11 | H = . | I = -4 | J = 0.9
O=C(COC(=O)c1ccc2c(c1)OCCO2)NCCC1=CCCCC1
  A = -1 | B = -3 | C = 2 | D = -1 | E = -5.6 | F = -11 | G = 7 | H = -3.5 | I = 21 | J = -0.5
O=C(CN1CCN(S(=O)(=O)c2ccc(Br)cc2)CC1)N/N=C/c1ccccc1C(=O)O
  A = -14 | B = 0 | C = -2 | D = -3 | E = -2.4 | F = 4 | G = 9 | H = -0.2 | I = 5 | J = 0.4
O=C(O)c1cccc(Nc2nc(C(F)(F)F)nc3ccccc23)c1
  A = 12 | B = 11 | C = 1 | D = -6 | E = -5.8 | F = 7 | G = 12 | H = . | I = 6 | J = 5.2
CCC(=O)NC(=S)NNC(=O)COc1ccc(Br)cc1
  A = 14 | B = 2 | C = -4 | D = -7 | E = -2.2 | F = 3 | G = -1 | H = . | I = -2 | J = -0.2
COc1ccc(-c2nnc(SCc3cc(C)cc(C)c3)o2)cc1
  A = 4 | B = -1 | C = 1 | D = -3 | E = -4.1 | F = 7 | G = -6 | H = -0.6 | I = 0 | J = 1.5
O=C(CN1CCN(c2ccc(Cl)cc2)CC1)Nc1cccc(F)c1
  A = 14 | B = 4 | C = 3 | D = -1 | E = -2.1 | F = -2 | G = 12 | H = 12 | I = -3 | J = -2.7
CCOC(=O)C1=C(C)NC(SC)=NC1c1ccccc1 (stereo not drawn)
  A = 18 | B = -1 | C = 3 | D = 3 | E = 1.2 | F = 5 | G = 4 | H = 0.6 | I = -26 | J = 0.9
CCC1CCCCN1CCCNC(=O)CSc1nc2nc(C)c(Cc3ccccc3Cl)c(C)n2n1 (stereo not drawn)
  A = 12 | B = 9 | C = -2 | D = -5 | E = -0.3 | F = 14 | G = -17 | H = 12 | I = 0 | J = -0.5
C=C(C)Cn1c(=O)c(NC(=O)c2ccccc2)c2n(c1=S)CCC2
  A = 16 | B = 1 | C = 0 | D = 0 | E = -1.4 | F = -4 | G = 11 | H = -1.5 | I = -11 | J = 0.7

Nothing new here: an excerpt of the list.
Letters: A = VHR inh abs; B = GDH-TPI counter; C = Mtb FBA inh; D = Rv3671c inh; E = FadD28 binding; F = MazEF act; G = CCHFV vOTU inh; H = Mtb BioA inh; I = BoNT-F LC inh; J = UGM FP inh
Cc1nn(-c2ccccc2)c(C)c1/C=N/n1cnnc1
  A = -9 | B = -7 | C = -2 | D = 4 | E = -2.8 | F = 9 | G = -11 | H = . | I = -4 | J = 0.9
O=C(COC(=O)c1ccc2c(c1)OCCO2)NCCC1=CCCCC1
  A = -1 | B = -3 | C = 2 | D = -1 | E = -5.6 | F = -11 | G = 7 | H = -3.5 | I = 21 | J = -0.5
O=C(CN1CCN(S(=O)(=O)c2ccc(Br)cc2)CC1)N/N=C/c1ccccc1C(=O)O
  A = -14 | B = 0 | C = -2 | D = -3 | E = -2.4 | F = 4 | G = 9 | H = -0.2 | I = 5 | J = 0.4

Remaining list, next part
Letters: A = VHR inh abs; B = GDH-TPI counter; C = Mtb FBA inh; D = Rv3671c inh; E = FadD28 binding; F = MazEF act; G = CCHFV vOTU inh; H = Mtb BioA inh; I = BoNT-F LC inh; J = UGM FP inh
COc1ccc(S(=O)(=O)NNC(=O)C2Cc3c(ccc4ccccc34)O2)cc1 (stereo not drawn)
  A = 2 | B = 10 | C = -2 | D = -21 | E = -0.5 | F = 5 | G = 9 | H = 1.1 | I = -2 | J = -0.4
COc1ccccc1/C=C/C(=O)NCC(=O)N/N=C(\CCC(=O)O)c1ccccc1
  A = -7 | B = 10 | C = 5 | D = 1 | E = -2.7 | F = 4 | G = -1 | H = . | I = -14 | J = 0.0
O=C(CNC(=O)C12CC3CC(CC(C3)C1)C2)Nc1ncccc1O
  A = . | B = 10 | C = 2 | D = 4 | E = 0.6 | F = 2 | G = -8 | H = -4.1 | I = 3 | J = -0.1
Cc1cc(OCC(=O)Nc2ccc(CN3CCCCC3)cc2)ccc1Cl
  A = 9 | B = 4 | C = 1 | D = 7 | E = -1.6 | F = 13 | G = -6 | H = . | I = -1 | J = -0.4
O=C(OCC(=O)N1CCCCC1)c1ccc2ccccc2n1
  A = . | B = 0 | C = 3 | D = 11 | E = 0.3 | F = 4 | G = 6 | H = -0.5 | I = 9 | J = 3.0
CCOc1ccc(C2NC(=O)c3ccccc3O2)cc1OCC (stereo not drawn)
  A = 1 | B = 9 | C = 9 | D = -4 | E = -0.1 | F = -3 | G = -3 | H = -0.9 | I = . | J = 1.1
COc1ccccc1C1CC(=O)NC(C)=C1C(=O)OCC(C)C (stereo not drawn)
  A = 7 | B = 4 | C = -1 | D = -9 | E = -1.8 | F = 9 | G = 6 | H = -2.1 | I = 2 | J = 2.2
Cc1c(CN(C)C)c2c(n1C)C(=O)c1ccc(Br)cc1-2
  A = 15 | B = 6 | C = -1 | D = 10 | E = 0.4 | F = 7 | G = -17 | H = 1.4 | I = -16 | J = -2.5
O=C(NCCC1CCCCN1S(=O)(=O)c1ccccc1)C(=O)NCC1CCCO1 (stereo not drawn)
  A = . | B = 5 | C = 1 | D = 1 | E = 0.1 | F = 6 | G = 3 | H = 0.1 | I = -6 | J = 0.1
Cc1ccc(S(=O)(=O)N2CCCCC2)cc1C(=O)OCC(=O)N1c2ccccc2NC(=O)C1(C)C
  A = . | B = 4 | C = -4 | D = -8 | E = -2.7 | F = 13 | G = -5 | H = -1.8 | I = -3 | J = -0.7
COc1ccc(-c2ccc(N(C)C)cc2)cc1[C@H]1[C@H]2C=CC[C@@H](C)[C@@H]2C(=O)N1Cc1ccccc1
  A = -4 | B = 0 | C = -3 | D = -15 | E = -3.6 | F = -4 | G = 12 | H = -1.7 | I = -1 | J = -0.6
O=C(Cn1cnc2ccccc2c1=O)NC1CCS(=O)(=O)C1 (stereo not drawn)
  A = . | B = -7 | C = 2 | D = 3 | E = -3.0 | F = 5 | G = -8 | H = 0.3 | I = 10 | J = -2.5
C=CCn1c(=O)c2c(nc(-c3ccc(S(=O)(=O)O)cc3)n2C)n(C)c1=O
  A = . | B = 3 | C = + | D = 2 | E = -3.3 | F = 4 | G = -31 | H = 0.1 | I = -9 | J = -1.7
COCc1cc(CN2CCCC(C(=O)Nc3cccc(-n4cnnn4)c3)C2)ccc1OC (stereo not drawn)
  A = 30 | B = -6 | C = 0 | D = 0 | E = 0.6 | F = . | G = -6 | H = -1.9 | I = 3 | J = 1.9
CC1(C)CC(=O)C(N=Nc2ccc(OC(F)F)cc2)=C(O)C1
  A = 26 | B = 7 | C = -7 | D = -11 | E = -0.3 | F = 2 | G = -5 | H = . | I = 4 | J = 0.3
Oc1ccccc1C=NN1CCCCCC1
  A = . | B = 11 | C = 0 | D = . | E = 0.0 | F = 12 | G = -6 | H = . | I = -4 | J = .
CCOC(=O)Cc1csc(NC(=O)CSc2nnc(Cc3csc(N)n3)n2C)n1
  A = 7 | B = 6 | C = 5 | D = 3 | E = -0.4 | F = 6 | G = 5 | H = 1.0 | I = -6 | J = 2.3
Cc1ccc(NS(=O)(=O)c2ccc(C)c(C(=O)NCC(c3ccccc3)N(C)C)c2)cc1 (stereo not drawn)
  A = . | B = 1 | C = -2 | D = -5 | E = -3.0 | F = 12 | G = 16 | H = -1.0 | I = -1 | J = 7.4
O=C(CCn1[nH]c(=O)c2ccccc2c1=O)NCCO
  A = 14 | B = 14 | C = 0 | D = 1 | E = 1.3 | F = 4 | G = 0 | H = -1.5 | I = -21 | J = 2.5
CC(C)CN=Cc1c(O)c([N+](=O)[O-])cc2oc3c(c12)CCCC3
  A = 18 | B = 19 | C = -10 | D = 0 | E = -0.4 | F = -60 | G = 21 | H = . | I = -23 | J = 1.9
CC1=C(C(=O)OCC(C)C)C(c2ccc(Br)s2)NC(=O)N1 (stereo not drawn)
  A = 6 | B = -1 | C = 0 | D = 3 | E = -4.7 | F = -1 | G = 11 | H = . | I = -2 | J = -3.7
O=C(NCCOc1nc(N2CCOCC2)nc(N2CCOCC2)n1)Nc1ccc(Cl)cc1
  A = 31 | B = 11 | C = 0 | D = -8 | E = 0.3 | F = -2 | G = 7 | H = . | I = 0 | J = -1.0
N=C1CCCN1c1ccccc1O
  A = -22 | B = -4 | C = 0 | D = -5 | E = -2.4 | F = 7 | G = -12 | H = -1.1 | I = -4 | J = 0.6
Cn1c(N)c(C(=O)COC(=O)CNS(=O)(=O)c2ccc(Cl)c(Cl)c2)c(=O)n(C)c1=O
  A = -7 | B = 2 | C = -1 | D = 2 | E = -0.5 | F = 5 | G = -2 | H = 0.5 | I = -8 | J = 0.8
COc1ccc(C(=O)Nc2ccc3c(c2)OCCO3)cc1
  A = 18 | B = 5 | C = -1 | D = -10 | E = -2.7 | F = 8 | G = -8 | H = 0.7 | I = -22 | J = -0.5
Cn1c2cc(Br)sc2c2cnn(Cc3ccc(F)cc3F)c(=O)c21
  A = . | B = 1 | C = 2 | D = -2 | E = -1.0 | F = 6 | G = -11 | H = 0.3 | I = 0 | J = .
CCOc1ccc(NC(=S)N2CCC(N(C)CCN3CCOCC3)CC2)cc1
  A = 10 | B = 3 | C = 2 | D = -14 | E = -0.4 | F = 6 | G = 0 | H = . | I = -3 | J = 0.6
Cc1cccc(N2CCN(C(=O)CNC(=O)Cc3ccccc3)CC2)c1C
  A = . | B = 4 | C = 4 | D = 7 | E = -2.5 | F = -5 | G = 6 | H = 0.4 | I = ? | J = 2.5
COc1ccc(S(=O)(=O)N2C[C@H]3CON(C)[C@H]3C[C@H]2c2ccc(-c3cc4ccccc4o3)cc2)cc1
  A = . | B = 23 | C = 2 | D = . | E = -1.0 | F = -37 | G = 5 | H = -4.4 | I = 3 | J = .
Cc1ccc(C2NC(=O)CCC2[N+](=O)[O-])cc1 (stereo not drawn)
  A = -2 | B = 1 | C = 3 | D = 0 | E = 1.1 | F = -8 | G = -15 | H = . | I = 2 | J = -0.9
O=C(CSc1nc(=O)[nH]c2c1CCCC2)Nc1ccc(F)cc1F
  A = . | B = 4 | C = 6 | D = 7 | E = -0.6 | F = 5 | G = 8 | H = -1.3 | I = 6 | J = -5.5
CCc1c(C)c2nncn2[nH]c1=O
  A = 8 | B = 17 | C = 0 | D = -3 | E = 1.1 | F = 8 | G = 4 | H = -0.8 | I = -33 | J = 2.2
CCC(NC(=O)CCc1c(C)c2cc3c(C)c(C)oc3cc2oc1=O)C(=O)N[C@@H](Cc1ccccc1)C(=O)O (stereo partly drawn)
  A = 13 | B = 8 | C = 10 | D = -21 | E = 1.6 | F = 0 | G = -7 | H = 2.4 | I = -1 | J = 5.4
COc1ccc(-c2cn[nH]c2-c2ccc(OCc3ccc([N+](=O)[O-])cc3)cc2O)cc1OC
  A = 19 | B = 4 | C = -1 | D = 4 | E = -2.9 | F = 27 | G = 11 | H = 0.0 | I = 5 | J = 3.4

Pulled by structure from the entries so far:
Letters: A = VHR inh abs; B = GDH-TPI counter; C = Mtb FBA inh; D = Rv3671c inh; E = FadD28 binding; F = MazEF act; G = CCHFV vOTU inh; H = Mtb BioA inh; I = BoNT-F LC inh; J = UGM FP inh
COc1ccc(-c2cn[nH]c2-c2ccc(OCc3ccc([N+](=O)[O-])cc3)cc2O)cc1OC
  A = 19 | B = 4 | C = -1 | D = 4 | E = -2.9 | F = 27 | G = 11 | H = 0.0 | I = 5 | J = 3.4
O=C(CSc1nc(=O)[nH]c2c1CCCC2)Nc1ccc(F)cc1F
  A = . | B = 4 | C = 6 | D = 7 | E = -0.6 | F = 5 | G = 8 | H = -1.3 | I = 6 | J = -5.5
CCc1c(C)c2nncn2[nH]c1=O
  A = 8 | B = 17 | C = 0 | D = -3 | E = 1.1 | F = 8 | G = 4 | H = -0.8 | I = -33 | J = 2.2

From PubChem BioAssay
